Screening results from PubChem.
USP2a block = qHTS Assay for Inhibitors of Ubiquitin-specific Protease USP2a Using CHOP2 as the Reporter; Ubiquitin carboxyl-terminal hydrolase 2 (Homo sapiens), O75604; USP2 core, Ub-CHOP2 coupled fluorogenic reporter, 485/531; Potency, µM (top dose mostly 38.3 µM), inactives show at the top dose activity change, negative = inhibition, usual class: inhibitors; 0.01% of 330,000 active; AID 463254, 2010;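 also: potency is read from the fitted curve at half-maximal effect; plate controls were DMSO wells for no effect and full inhibition by NEM control for full effect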
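Cell-free coupled assay: 10nM USP2 core preincubated 30min RT with compound in Tris-HCl pH 8.0/CaCl2/CHAPS buffer, then 25nM Ub-CHOP2 and 25nM reporter substrate; fluorescence (Ex 485/Em 531) read after 60min RT, normalized to NEM inhibition, concentration-response curves fitted.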
BRCA1 expr act = qHTS Assay to Identify Small Molecule Activators of BRCA1 Expression. AID 624202, 2012. 1.1% of 380,000 active. Potency, µM (top dose mostly 46.1 µM), without a hit: top-dose activation, most hits filed as activators. MCF7-BRCA1-FFLuc reporter, luminescence, 48 h; response scale: scaled: vehicle 0%, 10 µM genistein 100%; also: potency is read from the fitted curve at half-maximal effect; nearly all actives have a fitted effect of over 80% in size; some results filed as inactive show a strong effect at the top dose
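First, MCF7-BRCA1-FFLuc cells (2000/well) attach for 2 h; next, compounds are pin-added and incubated 48 h at 37 °C; finally, luciferase reagent is added and luminescence read after 15 min.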
B2AR arrestin = qHTS assay of beta-arrestin-biased ligands of beta2-adrenergic receptor | Beta-2 adrenergic receptor (Homo sapiens), P07550 | beta-arrestin recruitment to beta2AR, cell-based reporter | Potency, µM (top dose mostly 46.1 µM), without a hit: top-dose activation, hits mostly activators | 0.02% of 330,000 active | AID 492947, 2010;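 also: potency is read from the fitted curve at half-maximal effect; 0% = DMSO controls and full agonism = EC100 isoproterenol or metaproterenol; nearly all actives have a fitted effect of over 65% in size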
p53 reactivator = qHTS assay for re-activators of p53 using a Luc reporter; H1299 p53-A138V BP100-luciferase reporter, luminescence, 24 h; Potency, µM (top dose mostly 92.2 µM), for the others: at the top dose activity change, positive = activation, actives largely listed as activators; 0.063% of 320,000 active; also: potency is read from the fitted curve at half-maximal effect; % of control where 0% means no effect; nearly all actives have a fitted effect of over 45% in size
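p53-null H1299 cells stably carrying temperature-sensitive p53-A138V and a BP100-luciferase reporter were pinned with compounds (4-point, 1:5 series) and held 24 hrs at 37 deg C. Luminescence was read 10 min after detection reagent.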
S-ASM inh = Inhibitors of Secretory Acid Sphingomyelinase (S-ASM): qHTS; Sphingomyelin phosphodiesterase (Homo sapiens), P17405; Potency, µM (series often up to 57.5 µM), for inactives: at the highest dose activity change, negative = inhibition, usual class: inhibitors; placental ASM, HMU-PC fluorogenic substrate, 60 min; AID 504937, 2011; 0.006% of 340,000 active; also: potency is read from the fitted curve at half-maximal effect
Target sequence (P17405 47-631 limits assumed): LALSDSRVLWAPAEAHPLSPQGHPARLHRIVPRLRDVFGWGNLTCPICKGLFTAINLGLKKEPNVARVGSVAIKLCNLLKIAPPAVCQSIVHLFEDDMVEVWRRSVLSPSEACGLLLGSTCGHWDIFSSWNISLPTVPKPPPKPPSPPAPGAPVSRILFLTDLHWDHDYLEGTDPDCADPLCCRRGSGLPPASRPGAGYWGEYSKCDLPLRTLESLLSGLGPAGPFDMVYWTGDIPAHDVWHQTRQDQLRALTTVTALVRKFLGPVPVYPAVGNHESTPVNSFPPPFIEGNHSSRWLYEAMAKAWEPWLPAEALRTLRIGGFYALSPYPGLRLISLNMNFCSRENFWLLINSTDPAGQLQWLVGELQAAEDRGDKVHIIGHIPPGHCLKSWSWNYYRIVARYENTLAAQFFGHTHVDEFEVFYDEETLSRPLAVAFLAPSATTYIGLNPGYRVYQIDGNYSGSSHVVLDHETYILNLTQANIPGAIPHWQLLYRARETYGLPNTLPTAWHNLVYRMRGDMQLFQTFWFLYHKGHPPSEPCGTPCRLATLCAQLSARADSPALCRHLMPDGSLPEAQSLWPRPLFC
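HMU-PC0 cleavage (9 uM final) by human placental ASM, 60 min at 37 °C following 10 min compound exposure at RT; stopped at pH 10, fluorescence Ex 386/Em 447 nm.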
TSG101-PTAP inh = qHTS Assay for Iinhibitors of HIV-1 Budding by Blocking the Interaction of PTAP/TSG101 | AID 493005, 2010 | Fluorescence polarization, FITC-PTAP peptide / Tsg101 binding | Tumor susceptibility gene 101 protein (Homo sapiens), Q99816 | Potency, µM (highest dose often 115 µM), for the others: at the highest dose activity change, negative = inhibition, usual class: inhibitors | 340,000 tested, under 10 active; active = well fitted inhibition curve with a large enough effect in the main read-out, with a control signal flat, not every such curve was filed as active; inconclusive = small, poorly fitted or top-dose-only effect, or effect the other way, or a change in a side signal; inactive = no such curve, though single readings can be large or run the other way; also: potency is read from the fitted curve at half-maximal effect; % of control where 0% means no effect
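Fluorescence polarization binding of Tsg101 binding domain (10 uM final) to FITC-labeled PTAP peptide (50 nM final) in HEPES pH 7.5 buffer with NaCl, Tween 20, EDTA, TCEP. Compounds added before peptide; binding 20 min at RT.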
a7 integrin act = qHTS for Activators of Integrin-Mediated Alleviation for Muscular Dystrophy; alpha7betagal myoblasts, beta-gal FDG fluorescence, 48 h; Potency, µM (titrated, usually from 38.3 µM), for the others: at the highest dose activation, hits mostly activators; 0.064% of 350,000 active; AID 624291, 2012;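 also: potency is read from the fitted curve at half-maximal effect; 100% = response of the positive control SU9516; nearly all actives have a fitted effect of over 60% in size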
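alpha7betagal+/- myoblasts (passage 13, 250/well) treated 48 h at 37C with compounds at 1:260 dilution of DMSO stock. Lysed, then beta-galactosidase activity read as FDG fluorescence (ex 480/em 540) after 30 min, with pre-read for autofluorescence.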
Eya2 inh = qHTS Assay for Inhibitors of the Phosphatase Activity of Eya2 | Protein phosphatase EYA2 (Homo sapiens), O00167 | recombinant Eya2, OMFP fluorescence dephosphorylation (OMFP is methylfluorescein phosphate) | Potency, µM (titrated, usually from 76.9 µM), inactives show top-dose activity, negative = inhibition, usual class: inhibitors | 0.006% of 330,000 active | AID 488837, 2010; also: potency is read from the fitted curve at half-maximal effect; % is scaled to controls: 0 for no effect and ±100 for the full control effect
Target sequence (O00167 whole entry, looked up): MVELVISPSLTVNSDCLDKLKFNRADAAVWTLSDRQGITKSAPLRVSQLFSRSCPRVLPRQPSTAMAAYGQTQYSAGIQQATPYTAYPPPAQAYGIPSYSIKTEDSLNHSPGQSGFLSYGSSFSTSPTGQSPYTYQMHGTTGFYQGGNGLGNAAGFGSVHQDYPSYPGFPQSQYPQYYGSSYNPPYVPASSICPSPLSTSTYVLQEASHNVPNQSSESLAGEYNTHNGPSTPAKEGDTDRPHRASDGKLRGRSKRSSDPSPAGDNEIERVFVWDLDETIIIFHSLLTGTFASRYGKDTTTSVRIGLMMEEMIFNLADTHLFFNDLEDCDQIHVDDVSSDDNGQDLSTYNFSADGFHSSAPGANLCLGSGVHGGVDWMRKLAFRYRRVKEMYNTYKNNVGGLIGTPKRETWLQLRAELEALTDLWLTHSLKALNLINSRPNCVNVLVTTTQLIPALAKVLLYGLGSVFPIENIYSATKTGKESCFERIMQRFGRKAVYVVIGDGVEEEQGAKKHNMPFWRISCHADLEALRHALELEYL
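Eya2 protein (added as 0.2 uM solution) was preincubated with compound for 10 min at ambient temperature in 50 mM HEPES pH 7.5, 50 mM NaCl, 5 uM MgCl2, 0.05% BSA, 1 mM DTT. OMFP (added at 50 uM) then reacted 10 min; fluorescence read at 485/525 nm.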
ELG1 genotoxic = qHTS screen for small molecules that induce genotoxicity in human embryonic kidney (HEK293T) cells expressing luciferase-tagged ELG1; HEK293T ELG1-luciferase reporter, luminescence, 16 h; Potency, µM (highest dose often 46 µM), without a hit: top-dose activity change, positive = activation, usual class: activators; 1.3% of 330,000 active; also: potency is read from the fitted curve at half-maximal effect; % of control where 0% means no effect; nearly all actives have a fitted effect of over 60% in size
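ELG1-luciferase HEK293T cells, 2,000/well; compound pinned in; 16 hr, 37 °C, 5% CO2; ONE-Glo, 30 min RT; luminescence on CCD imager.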
TRPV1 agonist = HTS Assay for Compounds that Act as Agonists of the Vanilloid Receptor 1 | activation, % at 8.33 µM | 0.19% of 320,000 active | TRPV1-expressing cells, Fluo-8 calcium influx, agonist mode | AID 540275, 2011 | Transient receptor potential cation channel subfamily V member 1 (Homo sapiens), Q8NER1; in the data active = activation above about 80%; inconclusive = between about 30% and that limit; also: 0% is about no effect
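Fluo-8 calcium influx in TRPV1-expressing cells, kinetic read (ex 480/em 520 nm). Compound added and read 3 min for agonist activity, followed by capsaicin at EC20 final and 2 min further read for enhancement.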
uPA generation = qHTS for Inhibitors of Cell Surface uPA Generation | 0.31% of 330,000 active | cell surface uPA generation assay, qHTS | Potency, µM (highest dose often 38.3 µM), for inactives: at the highest dose activity change, negative = inhibition, actives largely listed as inhibitors; active = well fitted inhibition curve with a large enough effect; inconclusive = small, poorly fitted or top-dose-only effect; inactive = no such curve, though single readings can be large or run the other way; tested in mouse RAW 264.7 cells; also: potency is read from the fitted curve at half-maximal effect; % is scaled to controls: 0 for no effect and ±100 for the full control effect; nearly all actives have a fitted effect of over 55% in size
The depositor's hits bear a star; ? = inconclusive; . = not tested or not shown; [ ] = remark or other dose. Unless noted, calls follow the shape of the dose curve; as a rule, active = well fitted curve in the direction sought with a large enough effect; inconclusive = small, poorly fitted or top-dose-only effect, or another doubt; inactive = no such curve, though single readings can be large; an effect the other way counts as inactive or inconclusive. Compounds were not picked by outcome. About 2.6% of those tested had a hit in this group.

SMILES | USP2a block | BRCA1 expr act | B2AR arrestin | p53 reactivator | S-ASM inh | TSG101-PTAP inh | a7 integrin act | Eya2 inh | ELG1 genotoxic | TRPV1 agonist | uPA generation
Cc1ccnc(NS(=O)(=O)c2ccc(NC(=O)c3ccc(S(=O)(=O)N4CC(C)OC(C)C4)cc3)cc2)n1 (stereo unspecified) | 4% | -20% | -0.6% | -8% | 2% | -1% | 23% | -9% | 0% | 3 | 4%
O=C(CCCCCn1c(=S)[nH]c2ccc(N3CCOCC3)cc2c1=O)NCCc1ccccc1 | 4% | 27% | -0.3% | 4% | 48%[activator] | -1% | ? | -5% | ? | 2 | 4%
Cc1ccc(Nc2c(O)nc[nH]c2=O)cc1 | . | -49% | . | . | 1% | -5% | 0% | . | . | . | 3%
O=S(=O)(NC12CC3CC(CC(C3)C1)C2)c1ccc(F)cc1 | 1% | 2% | -0.2% | -5% | -8% | -12% | 0% | -6% | -7% | -1 | .
CC1=NN(c2nc(-c3ccc(F)cc3)cs2)C(=O)C1 | -12% | -15% | 0.0% | 12% | -24% | -3% | -14% | 6% | 2% | -1 | -2%
Cc1ccc(C(=O)Nc2ccc3ncccc3c2)cc1 | -2% | ? | 0.5% | -4% | -5% | 0% | 33% | 5% | ? | ? | -20%
COc1cccc(C2C(C(=O)c3cc4ccccc4o3)=C(O)C(=O)N2c2cc(C)on2)c1 (stereo unspecified) | 0% | -4% | -1.0% | 21% | 8% | -8% | ? | 0% | 10% | 0 | -4%
CC1CCCCN1C(=O)CSc1nnc(-c2ccco2)n1CC1CCCO1 (stereo unspecified) | 0% | 6% | -0.1% | -2% | -2% | -7% | 10% | -20% | 0% | 6 | .
COC(=O)c1c(NC(C)=O)csc1C | 1% | 2% | 0.2% | -1% | 6% | 0% | 11% | 5% | 3% | -1 | -1%
CCOC(=O)c1c(NC(C)=O)sc2c1CCN(Cc1ccccc1)C2 | -1% | -11% | -0.4% | 11% | 128%[activator] | -2% | 0% | 5% | -6% | 3 | 1%
CC1CCN(S(=O)(=O)c2ccc(S(=O)(=O)NCc3ccco3)cc2)CC1 | 2% | 4% | -0.2% | 15% | -3% | -2% | 11% | 2% | 9% | 2 | -1%
CCS(=O)(=O)N1CCN(c2cccc(C)c2C)CC1 | 1% | -30% | 0.5% | -5% | 1% | 3% | 18% | -2% | -1% | ? | 8%
COc1ccccc1NC(=O)COC(=O)c1ccccc1OCC(=O)Nc1ccc(SC(F)F)cc1 | 1% | -23% | -0.5% | -4% | -2% | -2% | 16% | 6% | ? | 0 | -2%
CN(C)S(=O)(=O)N1CCN(CC(=O)Nc2cc(Cl)ccc2Cl)CC1 | 0% | 5% | -0.1% | -8% | -2% | -11% | 11% | -20% | -12% | 9 | -5%
CC1CN(CCS(=O)(=O)c2cc(Cl)ccc2Cl)CC(C)O1 (stereo unspecified) | -4% | -29% | -0.4% | -4% | -5% | -3% | -48%[inhibitor] | 7% | 16% | 1 | -3%
CC(=O)Nc1nc(S(=O)(=O)c2ccc(C)cc2)c(Cl)s1 | 3% | -3% | 0.2% | -2% | 4% | -3% | 2% | 4% | -4% | 3 | 0%
Cn1nnnc1SCC(=O)N1c2ccccc2CCc2ccccc21 | 2% | -1% | -0.2% | -4% | 6% | -8% | 2% | -26% | -2% | -5 | -2%
O=C(Nc1cccc(F)c1)NC1CCCCCCC1 | 0% | 3.5µM* | -0.1% | 24% | -2% | -3% | ? | 0% | ? | ? | -5%
Cc1ccc(Cn2c(N3CCN(C)CC3)nc3c2c(=O)[nH]c(=O)n3C)cc1 | -6% | 11% | -0.6% | 0% | 0% | 0% | 0% | -3% | 4% | -4 | -7%
CC(=O)NNC(=O)CC(=O)Nc1nc(C23CC4CC(CC(C4)C2)C3)cs1 | -1% | -15% | -0.2% | -2% | -2% | -2% | -48%[inhibitor] | -1% | -2% | 0 | -6%
CCOC(=O)C[n+]1c(C)sc2ccc(OC)cc21 | 2% | 0% | 2.9% | -10% | 0% | 0% | -45% | -15% | 0% | 4 | -3%
O=C(CSCc1n[nH]c(=O)[nH]1)NCCOc1cccc(Oc2ccccc2)c1 | 0% | -33% | -0.6% | -3% | -1% | . | -4% | -37% | -1% | 3 | -1%
CCN(CC)S(=O)(=O)c1ccc(Cl)c(NC(=O)COC(=O)C2CCCCC2)c1 | -2% | 4% | -0.1% | -9% | 1% | 5% | -3% | -18% | 2% | 9 | -15%
Cc1ccccc1-c1nc(CN2CCC(C(=O)NC3CC3)CC2)c(C)o1 | 1% | -9% | -0.2% | -2% | -2% | -4% | 1% | 8% | -1% | 0 | 1%
CCN1CC(CN(C)Cc2nc(-c3ccc(C(F)(F)F)cc3)oc2C)CC1=O (stereo unspecified) | 1% | -42% | -0.5% | -4% | 14% | -3% | 23% | -7% | -4% | 13 | -4%

4 compounds drawn at random from those above, as already listed:
SMILES | USP2a block | BRCA1 expr act | B2AR arrestin | p53 reactivator | S-ASM inh | TSG101-PTAP inh | a7 integrin act | Eya2 inh | ELG1 genotoxic | TRPV1 agonist | uPA generation
O=C(Nc1cccc(F)c1)NC1CCCCCCC1 | 0% | 3.5µM* | -0.1% | 24% | -2% | -3% | ? | 0% | ? | ? | -5%
Cc1ccc(C(=O)Nc2ccc3ncccc3c2)cc1 | -2% | ? | 0.5% | -4% | -5% | 0% | 33% | 5% | ? | ? | -20%
CC(=O)Nc1nc(S(=O)(=O)c2ccc(C)cc2)c(Cl)s1 | 3% | -3% | 0.2% | -2% | 4% | -3% | 2% | 4% | -4% | 3 | 0%
CCOC(=O)c1c(NC(C)=O)sc2c1CCN(Cc1ccccc1)C2 | -1% | -11% | -0.4% | 11% | 128%[activator] | -2% | 0% | 5% | -6% | 3 | 1%

More compounds
SMILES | USP2a block | BRCA1 expr act | B2AR arrestin | p53 reactivator | S-ASM inh | TSG101-PTAP inh | a7 integrin act | Eya2 inh | ELG1 genotoxic | TRPV1 agonist | uPA generation
COc1ccc(N2CCN(CCCNC(=O)Cn3c(=O)c4cccn4c4ccccc43)CC2)cc1 | 2% | 23% | 0.1% | -11% | -1% | 0% | -4% | 5% | -1% | 0 | -2%
O=C(Nc1cccc(S(=O)(=O)N2CCOCC2)c1)C1CCCC1 | 1% | -7% | -0.1% | 2% | -3% | -10% | -4% | -21% | -1% | 4 | -10%
c1ccc2c(C3CCO3)cccc2c1 (stereo unspecified) | 0% | 10% | 0.0% | 11% | 9% | 2% | 10% | -23% | -1% | 1 | -5%
Cc1cc(C)n(CC(C)NC(=O)c2cc(COc3c(F)cccc3F)on2)n1 (stereo unspecified) | 5% | -17% | -0.2% | -1% | -1% | 0% | 5% | 2% | -4% | 4 | -2%
COc1ccc(N=C2C(=O)N3c4c(cccc42)C(C)=CC3(C)C)cc1 | 2% | -7% | 0.1% | 6% | -14% | -8% | -18% | -4% | 0% | 0 | -18%
Cc1cccc(NS(=O)(=O)c2coc(C(N)=O)c2)c1C | 2% | -8% | 0.0% | 11% | 2% | 2% | 4% | -6% | -7% | -6 | 16%
Cc1ccc2sc(N(CCCN(C)C)C(=O)c3ccc(S(=O)(=O)N4CCCCCC4)cc3)nc2c1C | -1% | -88%[inhibitor] | 0.3% | 7% | -9% | -9% | -69%[inhibitor] | 5% | ? | 20 | -4%
COCCN1C(=O)N[C@@H](c2cccs2)C(C(=O)OC)=C1C | 3% | 30% | -0.6% | -3% | -2% | -2% | 8% | 6% | -2% | -2 | 10%
O=C(Nc1nc2ccc(S(=O)(=O)N3CCCC3)cc2s1)C1CCCCC1 | 2% | -69% | -0.4% | -11% | -7% | -1% | -12% | 1% | -2% | -9 | -14%
